# BoNT-A LC inh2 = BoNT/A light chain protease inhibitors, primary screen, biochemical, flow cytometry, MLPCN library; Botulinum neurotoxin type A light chain protease (Clostridium botulinum A str. ATCC 3502); multiplex microsphere protease substrate cleavage; inhibition, % at 10 µM; 360,000 compounds, 0.17% hits; AID 588499, 2011; also: plate controls were buffer without enzyme for full effect and enzyme alone for no effect
# Y pestis TopoI = Yersinia pestis topoisomerase I inhibitors, primary screen, biochemical, cleavage product accumulation, plate reader, single point; DNA topoisomerase I (Yersinia pestis CO92); 360,000 compounds, 0.064% hits; activity, % at 10 µM; Y. pestis Topo-I cleavage product accumulation; in the data active = activity above about 50%, passing the limit was not always enough; inconclusive = no clear call, values can overlap the other calls; also: inactives centre near 2
# 3CLpro inhibitor = SARS-CoV 3CLpro protease inhibitors, primary screen, biochemical, quenched FRET. 290,000 compounds, 0.14% hits. recombinant SARS-CoV 3CLpro, quenched FRET peptide cleavage. inhibition, % at 6 µM; in the data active = inhibition above about 12%
# Anthrax LF inh2 = Bacillus anthracis LF protease inhibitors, primary screen, biochemical, multiplex microsphere, MLPCN library; 360,000 compounds, 0.12% hits; multiplex microsphere protease cleavage assay; Lethal factor (Bacillus anthracis), P15917; AID 588501, 2011; inhibition, % at 10 µM; also: plate controls were buffer without enzyme for full effect and enzyme alone for no effect
# Target sequence (P15917 whole entry, looked up): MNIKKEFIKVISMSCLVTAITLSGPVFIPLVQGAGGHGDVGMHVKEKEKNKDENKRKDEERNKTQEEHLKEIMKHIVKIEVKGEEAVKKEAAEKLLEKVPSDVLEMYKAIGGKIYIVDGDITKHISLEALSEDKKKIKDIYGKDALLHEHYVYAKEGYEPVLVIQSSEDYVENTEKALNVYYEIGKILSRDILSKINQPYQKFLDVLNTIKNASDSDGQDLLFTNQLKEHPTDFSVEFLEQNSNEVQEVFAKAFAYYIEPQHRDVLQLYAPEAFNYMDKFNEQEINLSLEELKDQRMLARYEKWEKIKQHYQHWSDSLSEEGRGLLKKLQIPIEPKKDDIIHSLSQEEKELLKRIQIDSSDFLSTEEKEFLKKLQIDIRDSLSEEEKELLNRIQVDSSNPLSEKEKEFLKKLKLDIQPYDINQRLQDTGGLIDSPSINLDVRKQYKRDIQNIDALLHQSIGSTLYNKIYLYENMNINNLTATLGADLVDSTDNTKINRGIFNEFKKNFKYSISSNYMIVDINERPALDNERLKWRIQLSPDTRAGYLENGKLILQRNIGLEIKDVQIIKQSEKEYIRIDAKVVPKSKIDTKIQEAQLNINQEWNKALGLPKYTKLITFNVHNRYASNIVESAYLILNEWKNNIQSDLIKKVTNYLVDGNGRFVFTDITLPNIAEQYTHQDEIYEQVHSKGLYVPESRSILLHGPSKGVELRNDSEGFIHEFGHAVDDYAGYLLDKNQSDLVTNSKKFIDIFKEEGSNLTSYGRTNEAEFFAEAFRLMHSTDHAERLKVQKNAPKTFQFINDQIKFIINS
# SSB-PriA inh = inhibitors of Klebsiella pneumoniae PriA binding to SSB C-terminal tail, primary screen, biochemical, AlphaScreen. PriA–SSB C-terminal tail interaction (Klebsiella pneumoniae). AlphaScreen SSBct-PriA binding, biotinylated peptide. AID 1272365, 2023. inhibition, % at 33 µM. 430,000 compounds, 0.6% hits; in the data active = inhibition mostly above about 37%, no sharp cut-off; inactive = mostly below about 20%;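 also: plate controls were negative control peptide for no effect and reference peptide for full effect; strong numbers were not always called active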
# BH1578 lux ind = inducers of Vibrio cholerae quorum light production without autoinducers, primary screen, BH1578 luxS cqsA deficient, single point; activation, % at 18.7 µM; 350,000 compounds, 0.16% hits; V. cholerae BH1578 lux reporter, luminescence, 6 h; in the data active = activation mostly above about 9.7%, no sharp cut-off; inconclusive = no clear call, values can overlap the other calls; inactive = mostly below about 3.7%; also: not every result past the cut was called active; inactives centre near 0; reference of the scale not given here
# TcdB GH inh = TcdB glycohydrolase inhibitors, primary screen, biochemical, single point, plate reader | Toxin B (Clostridioides difficile), P18177 | TcdB glycohydrolase enzymatic assay | inhibition, % at 9.99 µM | 350,000 compounds, 0.24% hits; in the data active = inhibition above about 10%
# PrPC TRFRET = inhibitors of human cell surface prion protein PrPC, primary screen, cell-based, TR-FRET | TR-FRET read-out | 370,000 compounds, 0.43% hits | inhibition, % at 13.8 µM; in the data active = inhibition above about 24%; also: 0% = median of the test wells and 100% = reference compound wells
# PfHsp40 yeast = rescue of yeast from PfHsp40 toxicity, primary screen, S. cerevisiae, ATP luminescence; S. cerevisiae expressing PfHsp40, growth rescue; AID 504582, 2011; 340,000 compounds, 0.68% hits; growth rescue, % at 12.5 µM; in the data active = growth rescue above about 28%, passing the limit was not always enough; inconclusive = no clear call, values can overlap the other calls;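 also: yeast W303a lacking pdr1 and pdr3 grown in galactose medium; growth measured after three days at 30 °C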
# Starred values were filed as active, the others as inactive; i = inactive; ? = inconclusive; nt = no result given; & = joins results of further samples. Rule as the data show it, unless noted: active = inhibition above about 30%; inconclusive = no clear call, values can overlap the other calls; inactive = below that. The list is partial, so the mix of outcomes need not match the whole.
SMILES,BoNT-A LC inh2,Y pestis TopoI,3CLpro inhibitor,Anthrax LF inh2,SSB-PriA inh,BH1578 lux ind,TcdB GH inh,PrPC TRFRET,PfHsp40 yeast
Cc1ccc(N(CC(=O)N2CCN(Cc3ccccc3)CC2)S(C)(=O)=O)cc1C,-1.4,19,-8,16,6,0.8,2.7,3,-2.1
CCOC(=O)N1CCC(NC(=O)C(C)n2c3ccccc3c3cnn(C)c(=O)c32)CC1 (stereo not drawn),0.4,11,-5,-4,-23,i,nt,-1,-0.8
Cc1ccc(S(=O)(=O)NC(C(=O)OCC(=O)NC(=O)c2cccn2C)C(C)C)cc1 (stereo not drawn),1.4,7,0,-2,-13,i,nt,3,1.5
CCC(=O)c1cc(F)ccc1OCC(=O)Nc1ccc2c(c1)OCCO2,-0.3,8,nt,-4,-16,-1.4,1.3,-4,2.4
CN(C)CCNc1c2c(c(C#N)c3nc4ccccc4n13)CCCC2,-0.2,-6,-1,7,1,3.1,nt,3,-0.6
CN(C)c1ccc(/C=C/C(=O)c2c(O)c3ccccc3oc2=O)cc1,1.7,1,-1,-4,-7,-0.5,1.2,7,0.3
CCOC(=O)N1CCN(C(=O)COc2cccc3c2CCN(Cc2ccccc2F)C3=O)CC1,0.1,10,1,-1,-109,-0.1,-0.9,8,-1.2
CCCN1CCC(C(=O)NC(c2ccc(F)cc2)c2ncccc2C)CC1 (stereo not drawn),0.0,2,nt,-3,nt,-0.3,0.5,-4,nt
COC(=O)c1c(F)c(F)c(N2CCOCC2)c(F)c1F,-1.9,5,3,-3,-6,i,nt,1,-0.4
COc1cccc(CNC(=O)C2CCN(S(=O)(=O)c3ccc(-n4cnnn4)cc3)CC2)c1,1.5,-12,-7,-6,-10,-0.2,1.0,-4,-1.8
Cc1ccc(NC(=O)CSCC(=O)Nc2cc(Cl)ccc2N2CCN(C)CC2)cc1,-0.6,-14,nt,6,1,i,-1.7,-1,0.1
COc1ccccc1CNC(=O)COC(=O)c1nc(Cl)ccc1Cl,5.4,3,nt,0,-9,-1.1,3.3,3,-0.3
Cn1c(SCC(=O)Nc2ccc(N3CCOCC3)cc2)nnc1-c1ccccc1F,-2.2,-6,-4,-2,-23,-0.3,0.1,7,-0.5
CN(C)/C=C/C(=O)c1nnn(C2CCCCC2)c1NC1CCCCC1,2.3,5,-3,1,-3,i,nt,16,2.7
CCOc1ccc2nc(N(CCN(C)C)C(=O)/C=C/c3cccs3)sc2c1,0.2,9,-2,-1,5&23,-0.3,nt,nt,0.6
COc1ccccc1C(=O)NCCC(=O)NCC(C)(C)N1CCOCC1,-1.5,-4,-2,-6,-14,i,1.4,1,1.8
CC(C)C1Cc2[nH]c(=O)c(C(=O)O)cc2CO1 (stereo not drawn),-0.1,8,-3,0,-9,4.3,nt,-2,6.5
CC(C)(C)NC(=O)CSc1nnc(-c2c[nH]c3ccccc23)o1,-2.8,-16,2,9,-3,-0.1,-3.6,3,1.6
CCCCCC(=O)N1C[C@@H](n2cc(COC(=O)c3ccccc3)nn2)[C@H](O)C[C@@H]1c1ccc(Cl)cc1,-0.1,23,nt,1,nt,-0.6,0.6,-4,nt
C=CCNC(=O)c1ccc2nc(Cc3ccc(OC)cc3)oc2c1,1.3,2,-4,-6,-3,-0.3,2.1,6,1.2
O=C1c2ccsc2SCCN1Cc1c(Cl)cccc1Cl,-0.4,19,0,-1,6,i,nt,9,0.8
O=C(O)c1ccc(N2CCOCC2)c(N2C(=O)C3C4C=CC(C4)C3C2=O)c1 (stereo not drawn),-0.2,7,5,-9,-20,-1.1,1.2,5,0.9
COC(=O)c1ccc(/C=C2\SC(=S)N(CCCC(=O)NCCCN3CCOCC3)C2=O)cc1,-2.0,19,2,26,7,-0.6,0.3,0,-0.5
CC(=NNC(=S)N1CCC1)c1ccccn1,0.6,2,nt,4,72*,i,-1.9,14,34*
CCC(CC)c1nnc(NC(=O)CCN2C(=O)c3ccccc3C2=O)s1,0.3,14,3,2,-22,i,nt,-1,1.8
O=C(NC1CCCC1)c1cc2ccccc2o1,0.4,6,-2,-5,-1&-31,i,-0.5,-5,-0.8
COc1ccc(CCNC(=O)c2cc(COc3c(F)cccc3F)on2)c(OC)c1,0.7,?,0,-3,1,-3.6,2.4,-4,2.9
Cn1c(=O)c2c(-c3ccccc3)n(-c3ccccc3F)cc2n(C)c1=O,-0.3,nt,nt,-8,nt,nt,-0.1,-7,nt
O=C(COC(=O)c1ccc2c(c1)OCO2)Nc1ccccc1,0.2,3,4,-9,2,i,0.5,8,0.3
COc1cc(NC(=O)Cn2cnc3c(SC)nc(N)nc32)cc(OC)c1OC,-0.7,-3,nt,-7,-8,i,0.7,6,-1.2
CCCCC(=O)N(C)c1c(CC)nc2c(OCCC)cccn12,0.0,-4,nt,-5,nt,i,3.0,-5,nt
COc1cc(/C=N/n2c(-c3ccc4c(c3)NC(=O)CO4)csc2=Nc2cccc(C)c2)ccc1O,-0.7,-10,5,-2,nt,-0.3,nt,10,2.8
Cc1cc(Cl)ccc1NC(=O)CCC(=O)O,-0.4,-3,1,-2,-2,-0.4,1.5,7,0.0
COc1ccc2nc(NC(=O)c3cccc(S(=O)(=O)N4CCOCC4)c3)sc2c1,0.3,-2,-5,2,-18,0.7,nt,5,1.2
COCCn1c(SCC(=O)Nc2ccccc2)nc2c(oc3ccccc32)c1=O,-0.5,-9,1,-1,-6,-0.3,0.9,4,-1.6
CCC(=O)N(CCc1ccccc1)Cc1cc2cccc(C)c2[nH]c1=O,-9.4,-7,-1,-16,-1,i,0.1,4,-1.0
CC(Sc1nc2cc(Cl)ccc2s1)C(=O)Nc1cccc(S(=O)(=O)N2CCOCC2)c1 (stereo not drawn),-0.2,8,3,-2,-13,-3.3,1.3,1,1.3
CCOC(=O)c1cc(C#N)c(SCC(=O)c2cc(C#N)c(SC)nc2C)nc1C,1.3,5,nt,-7,-29,i,-0.7,-4,-0.5
O=C(/C=C/c1ccccc1)NC(NC(=S)Nc1cccc(O)c1)C(Cl)(Cl)Cl (stereo not drawn),-1.4,-5,5,-6,25,i,nt,11,-1.1
CN1C(=O)C(=Cc2ccccc2Oc2ccc(Cl)cc2)C(=O)N(C)C1=O,0.3,-9,10,-3,-6,i,nt,2,-0.5

# Record cards (already shown). Order of screens: BoNT-A LC inh2 | Y pestis TopoI | 3CLpro inhibitor | Anthrax LF inh2 | SSB-PriA inh | BH1578 lux ind | TcdB GH inh | PrPC TRFRET | PfHsp40 yeast
# CN1C(=O)C(=Cc2ccccc2Oc2ccc(Cl)cc2)C(=O)N(C)C1=O in the list: 0.3 | -9 | 10 | -3 | -6 | i | nt | 2 | -0.5
# CCOC(=O)c1cc(C#N)c(SCC(=O)c2cc(C#N)c(SC)nc2C)nc1C in the list: 1.3 | 5 | nt | -7 | -29 | i | -0.7 | -4 | -0.5
# COc1ccc2nc(NC(=O)c3cccc(S(=O)(=O)N4CCOCC4)c3)sc2c1 in the list: 0.3 | -2 | -5 | 2 | -18 | 0.7 | nt | 5 | 1.2
# CC(Sc1nc2cc(Cl)ccc2s1)C(=O)Nc1cccc(S(=O)(=O)N2CCOCC2)c1 (stereo not drawn) in the list: -0.2 | 8 | 3 | -2 | -13 | -3.3 | 1.3 | 1 | 1.3

# New compounds follow
SMILES,BoNT-A LC inh2,Y pestis TopoI,3CLpro inhibitor,Anthrax LF inh2,SSB-PriA inh,BH1578 lux ind,TcdB GH inh,PrPC TRFRET,PfHsp40 yeast
O=[N+]([O-])c1ccccc1NCCNS(=O)(=O)c1ccc(Cl)cc1,0.5,4,-1,-1,14,-0.3,nt,-3,?
CCOC(=O)N1CCC(N(CCOC)C(=S)Nc2cccc(SC)c2)CC1,-0.5,22,5,-6,-5,-0.3,1.2,5,1.2
S=C(NCc1ccccn1)Nc1ccc(Cl)c(Cl)c1,1.0,-7,7,-2,-5,i,nt,-1,0.8
CC(C)CCN(C(=O)CCCSc1nc2ccccc2[nH]1)c1c(N)n(Cc2ccccc2)c(=O)[nH]c1=O,-0.7,38,nt,-6,-7,i,1.0,0,1.7
COc1cccc(CN(C)C(=O)CNC(=O)c2ccc(-c3ccccc3)cc2)c1OC,0.8,28,-1,-11,-6,i,1.1,2,5.8
O=C(CSc1nc2c(c(=O)n1-c1ccc(F)cc1)SCC2)NCC1CCCO1 (stereo not drawn),0.1,-2,1,4,-1,i,nt,-7,-0.3
Cc1ccc(NC(=O)CCN2C(=O)CSC2=O)c(C)c1,-0.8,-1,-4,-1,-8,1.0,nt,-1,0.3
CCc1nn(CCCC(=O)NCc2ccco2)c(=O)c2cc3occc3n12,-7.8,-6,0,-5,5,i,-2.3,-3,0.6
O=c1ccc2[n+]([O-])c3ccc(O)cc3oc-2c1,-1.1,396*,1,1,0,i,-2.8,-6,-1.1
Cc1ccc(C(=O)C2CCN(CC(=O)N3CCN(c4ccc(F)cc4)CC3)CC2)cc1,-0.9,33,2,-8,-19,-1.7,1.4,5,-0.2
CC(C)(C)NC(=O)CCN(/N=C/c1ccccc1F)C1=NS(=O)(=O)c2ccccc21,-5.0,0,1,3,nt,0.9,0.6,6,0.2
COc1ccccc1N1CCN(Cc2cc(=O)c(OCC(=O)Nc3ccccc3)co2)CC1,-272,18,nt,-58,-2,-2.8,-0.8,4,-0.6
COc1ccccc1NC(=O)N1CCN(c2ccc3nncn3n2)CC1,-0.3,2,-2,-4,-1,-0.1,6.0,-1,-0.5
CCCCCCN1C[C@@H](n2cc(C3CC3)nn2)[C@H](O)C[C@@H]1c1ccc(Cl)cc1,-0.1,21,nt,-7,nt,-0.6,1.8,6,nt
Cc1ccc(NC(=O)CNc2cccc(Br)c2)cc1S(=O)(=O)N1CCOCC1,0.1,14,nt,-1,-9,i,-0.9,-9,-1.0
Cc1ccc(-c2[nH]c3ccccc3c2SCCNC(=O)c2cc3ccccc3oc2=O)cc1,-1.9,-13,0,-11,7,-0.6,0.5,5,0.0
O=C(c1cc(-c2ccncc2)nc2ccc(Cl)cc12)N1CCN(C(=O)C2CCCO2)CC1 (stereo not drawn),3.0,2,-4,3,-10,-0.6,nt,-2,-0.7
COc1ccc(NC(C)=O)cc1S(=O)(=O)N1CC=C(c2ccccc2)CC1,0.4,15,nt,-5,-1,-0.3,0.6,3,5.2
O=[N+]([O-])c1ccc(S(=O)(=O)Nc2ccccn2)cc1,6.1,1,2,5,-7,-0.8,2.9,-18,-2.1
CN(C)CC(C)(C)CN=Cc1c(O)[nH]c2ccccc12,-0.2,4,-3,-5,4,-4.2,0.5,-7,0.8
Cc1c(OC(C)C(=O)NCCCn2ccnc2)ccc2c3c(c(=O)oc12)CCC3 (stereo not drawn),-0.6,0,-4,-1,-11,0.5,0.4,-2,-0.4
Cn1c(=O)[nH]c2nnc(-c3ccc(Cl)c(Cl)c3)nc2c1=O,2.5,-4,3,4,1,i,-2.1,-4,-1.5
NC(=O)C1CCN(C(=O)CCNS(=O)(=O)c2ccccc2F)CC1,0.3,2,nt,-5,-12,i,2.6,-4,0.1
O=C(CN1CCOCC1)NC1C2CC3CC(C2)CC1C3 (stereo not drawn),-0.2,5,6,1,6,i,nt,1,2.7
COc1ccc(CC(=O)Nc2ccccc2NC(=O)Cc2ccc(OC)cc2)cc1,4.2,7,0,5,-3,i,1.0,-2,3.2
CN(C(=O)COC(=O)c1cccc(NS(=O)(=O)c2ccc(F)c(F)c2)c1)C1CCS(=O)(=O)C1 (stereo not drawn),0.7,0,2,-2,-1,nt,1.9,3,0.4
COc1ccc2cc(/C=N/NC(=O)CN(c3ccccc3C)S(=O)(=O)c3ccccc3)c(Cl)nc2c1,0.6,-7,-1,0,nt,i,-1.2,2,0.4
